Measles CPE = protection of cells from measles virus | hit rate 1.5% among 140,000 | Measles virus-infected cells, CPE protection, absorbance | AID 841 | protection (pct of control), % at 4 µM; in the data active = protection mostly above about 24%, no sharp cut-off; inactive = mostly below about 26%; note: some compounds called inactive have numbers as strong as hits
HCT116 bCat-KO = beta-catenin-lacking colon tumor cell growth suppression; viability, % at 10 µM; AID 818; hit rate 1.5% among 140,000; HCT116 beta-catenin knockout viability, CellTiter-Glo, 60 h; active compounds read low;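 active = viability at or under a set limit, the compound median less 4 SD, cut at about 6% in these data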;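 note: 0% = Hyamine 1622 control at 20 µM and 100% = untreated cell control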
Phagocyt inh = blocks phagocytosis by macrophages | J774A.1 macrophage IgG-bead phagocytosis, imaging | inhibition, % at 5 µM | hit rate 0.07% among 110,000;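 active = inhibition above the mean of the plate negative controls plus 5 SD, cut at about 13% in these data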;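 note: phagocytic index as fraction of beads internalized from green versus red external bead signal; plate controls were DMSO negative control for no effect and cytochalasin-D positive control for full effect; some results beyond the cut were filed as inactive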
MRP-1 activ = activators of MRP-1 | H69AR cells + doxorubicin, viability rescue, CellTiter-Glo | viability increase, % at 10 µM | hit rate 0.61% among 140,000 | AID 799;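 active = viability gain under doxorubicin at or above a set limit, the compound median plus 3 SD, cut at about 4.7% in these data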;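 note: MRP-1 overexpressing cells given doxorubicin 25 µM after compound pretreatment; 18-22 h compound pretreatment then 72 h with doxorubicin before readout; 0% = doxorubicin-only wells and 100% = vehicle-treated cells without doxorubicin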
E-sel TNF inh = TNF alpha driven E-selectin expression inhibition; hit rate 0.71% among 120,000; HUVEC TNFa-induced E-selectin immunofluorescence, high content; inhibition, % at 2 µM;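 active = inhibition above the batch mean plus 3 SD, and confirmed as a hit on visual image review, cut at about 43% in these data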;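 note: 0% = TNF-stimulated DMSO wells and 100% = unstimulated control wells; not every result past the cut was called active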
GALR2 blocker = GALR2 (human) receptor antagonism. hit rate 0.39% among 140,000. inhibition, % at 4 µM. GALR2-expressing cells, antagonist mode. O43603; in the data active = inhibition above about 27%;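 note: cells stimulated with galanin 1-16 at roughly its EC80; 0% = agonist challenge control and 100% = basal control without agonist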
Target sequence (O43603 whole entry, looked up): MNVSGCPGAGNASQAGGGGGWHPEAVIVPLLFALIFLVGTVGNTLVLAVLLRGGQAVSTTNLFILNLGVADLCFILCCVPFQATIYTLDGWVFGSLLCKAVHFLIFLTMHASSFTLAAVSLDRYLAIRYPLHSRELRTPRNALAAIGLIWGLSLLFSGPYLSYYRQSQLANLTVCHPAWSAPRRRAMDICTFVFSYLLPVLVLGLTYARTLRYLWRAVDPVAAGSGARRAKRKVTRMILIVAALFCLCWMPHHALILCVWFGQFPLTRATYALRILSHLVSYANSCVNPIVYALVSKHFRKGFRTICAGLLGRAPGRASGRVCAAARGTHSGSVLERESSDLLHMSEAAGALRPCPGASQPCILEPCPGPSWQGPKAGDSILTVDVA
Yeast lifespan up = extends the lifespan of yeast; AID 775; S. cerevisiae growth with nicotinamide, OD615; deaD strain in restrictive glucose medium; hit rate 0.68% among 130,000; inhibition of the nicotinamide effect, % at 10 µM;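 active = inhibition above a set limit, placed 3 SD over the median of all compounds, cut at about 26% in these data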;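 note: 0% = nicotinamide-treated wells and 100% = cells grown without nicotinamide; some compounds called inactive have numbers as strong as hits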
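Material: Modified budding yeast, DeaD strain | Medium: Restrictive glucose medium | Probe or stimulus: 1.5 mM nicotinamide | Dosing: Single dose 10 µM compound, 0.25% DMSO | Times: 48 h at 30 °C | Technique: OD615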
PTEN del growth = growth suppressors of cells with PTEN tumor suppressor deletion; HCT116 PTEN-null viability, CellTiter-Glo, 60 h; active compounds read low; viability, % at 10 µM; hit rate 1.2% among 140,000; AID 827;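 active = viability at or below a set limit, 4 SD under the median of all tested compounds, cut at about 3.7% in these data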;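 note: PTEN knockout HCT116 line with beta catenin targeted HCT116 as companion control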
Yeast growth inh = reduces growth of yeast BB579 in restrictive medium; inhibition, % at 10 µM; S. cerevisiae BB579 growth, OD615, 48 h; hit rate 0.51% among 140,000;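 active = inhibition above a set limit, 3 SD over the mean compound inhibition, cut at about 44% in these data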; note: inactives centre near -24
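System: Saccharomyces cerevisiae DeaD strain BB579, replicative lifespan model yeast. Buffer or medium: restrictive glucose-based CSMM-D medium. Doses: one dose, 10 µM compound with 0.25% DMSO. Timing: 4 h preincubation and 48 h exposure at 30 °C. Detection: turbidity as optical density at 615 nm. Benchmarks: amphotericin B 10 µg/mL, positive.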
NPY-Y2 antag = NPY-Y2 (human) receptor antagonism; P49146; NPY-Y2 expressing cells, antagonist mode; inhibition, % at 2.7 µM; hit rate 0.99% among 140,000; AID 793; in the data active = inhibition above about 17%;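 note: 0% = vehicle with agonist challenge and 100% = reference antagonist with challenge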
Target sequence (P49146 whole entry, looked up): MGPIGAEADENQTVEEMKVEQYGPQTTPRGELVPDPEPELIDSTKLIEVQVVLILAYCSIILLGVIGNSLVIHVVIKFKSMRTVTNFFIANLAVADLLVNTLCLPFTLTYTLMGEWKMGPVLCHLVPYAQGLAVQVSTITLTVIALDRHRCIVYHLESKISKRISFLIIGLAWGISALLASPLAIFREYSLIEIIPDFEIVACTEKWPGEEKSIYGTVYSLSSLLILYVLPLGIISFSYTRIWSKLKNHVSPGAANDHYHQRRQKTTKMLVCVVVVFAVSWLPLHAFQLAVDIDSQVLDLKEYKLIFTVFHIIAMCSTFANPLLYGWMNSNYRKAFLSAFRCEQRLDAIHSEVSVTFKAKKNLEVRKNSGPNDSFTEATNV
Numbers without * were called inactive; x = no result given; [ ] = remark or other dose.

SMILES	Measles CPE	HCT116 bCat-KO	Phagocyt inh	MRP-1 activ	E-sel TNF inh	GALR2 blocker	Yeast lifespan up	PTEN del growth	Yeast growth inh	NPY-Y2 antag
COC(=O)c1ccccc1NC(NC(=O)c1ccco1)C(=O)c1ccccc1 (configuration not stated)	15	95	-1	0.2	x	17	-2	80	-71	1
COc1ccc(C2(NC(C)=O)CCN(C(=O)CCC(=O)O)CC2)cc1	5	98	0	0.3	-9	-1	12	118	-86	3
COc1ccc(N(C(C)=O)S(=O)(=O)c2cc(OC)ccc2OC)cc1	9	94	-2	-0.4	6	9	1	97	-36	-1
O=C(Nc1ccc2c(c1)OCO2)c1ccc(Br)s1	10	82	0	-0.9	-12	1	-12	84	-80	3
Cn1c(=O)c2c(nc(Sc3ncccn3)n2Cc2ccc(Cl)cc2)n(C)c1=O	11	82	0	-3.7	9	1	0	75	-35	4
Cc1nc(N2CCN(S(=O)(=O)c3ccccc3)CC2)c2c3c(sc2n1)CC(C)CC3 (configuration not stated)	4	77	x	-0.1	x	9	-9	58	-74	3
Cc1nn(Cc2cccc(C(=O)NC34CC5CC(CC(C5)C3)C4)c2)c(C)c1Br	10	77	x	-1.9	-4	19	x	79	-55	0
Cc1ccc(NC2=C(N3CCOCC3)C(=O)c3ccccc3C2=O)cc1	13	16	0	-3.4	-4	3	-15	27	-17	-2
O=C(CO/N=C\c1ccccc1)Nc1ccccc1C(=O)N1CCOCC1	21	92	-2	-1.3	x	4	1	95	-9	0
COc1ccc(NC(=S)N2CCN(C(c3ccccc3)c3ccccc3)CC2)cc1OC	17	80	-5	-4.9	-1	3	-8	78	-18	3
CC[n+]1c(/C=C/C=C/N(C(C)=O)c2ccccc2)sc2cc(OC)ccc21	3	6.0*	70*[fluoresces]	-3.8	x	16	13	4	-40	8
Cc1ccc(-c2cc(-c3ccccc3)[nH]c(=S)c2C#N)cc1	15	91	0	-1.3	32	3	-13	108	-72	1
S=c1[nH]nc(-c2cccc(Cl)c2)n1Cc1ccccc1	2	93	-3	-3.0	x	-6	5	98	-32	4
CC(C)CC(NS(=O)(=O)c1ccc2c(c1)oc(=O)n2C)C(=O)NCc1cccnc1 (configuration not stated)	2	97	0	0.2	12	4	-12	82	27	-1
COc1cc(C=O)cc(OC)c1OS(=O)(=O)c1ccc(NC(C)=O)cc1	24	89	3	-4.2	11	-3	-16	84	-36	3
CSc1nnc(-c2cc3c(-c4ccccc4)nn(C)c3s2)n1C	8	80	x	-3.0	-9	2	-30	79	20	1
COc1ccccc1C(=O)NC(CCSC)C(=O)OCC(=O)c1ccc[nH]1 (configuration not stated)	22	102	-10	-2.3	-8	3	-4	97	-17	3
Cc1ccc(Nc2nc(CSc3nnc(-c4ccccc4)n3C)cs2)cc1	29	87	-1	0.8	34	-6	-2	76	-54	3
Cc1sc2ncnc(N[C@@H](Cc3c[nH]c4ccccc34)C(=O)O)c2c1C	4	90	-7	-3.2	6	16	-6	89	-9	4
CC(=O)N1CCN(c2nc(-c3ccco3)c3c(c2C#N)CC(C)(C)SC3)CC1	13	76	-2	-2.4	16	-15	-11	64	-18	3
CC(O)C(=O)N/N=C/c1cccc2ccccc12 (configuration not stated)	27	100	1	-1.4	24	-12	-1	91	-19	2
COc1cccc(C2C(C(=O)c3cc4ccccc4o3)=C(O)C(=O)N2c2cc(C)on2)c1OC (configuration not stated)	7	92	0	-1.0	-1	-3	20	93	-35	1
CCC1(C)CC(c2nc(-c3ccc(OC)cc3)cs2)CCS1 (configuration not stated)	4	76	x	2.0	x	-9	-4	72	-37	7
CC(C)(C)C1CCC(OC(=O)CCC(=O)Nc2ccccc2)CC1 (configuration not stated)	x	89	4	3.6	x	-11	2	87	2	3
Cc1nc(-c2ccccc2O)n(S(=O)(=O)N(C)C)n1	8	107	-2	0.9	12	-7	-11	92	-24	3
CCC(C)[C@H](NC(=O)NC1CC1)C(=O)O (some centres not stated)	19	101	0	-0.4	x	2	-6	97	-9	3
COc1ccc(C(C(C(=O)c2ccco2)N2CCOCC2)N2CCOCC2)cc1 (configuration not stated)	6	88	0	-2.7	-12	9	-23	87	-1	1
Cc1cccc(-c2nnc(SCC3CNC(=O)O3)n2-c2ccc(Cl)cc2)c1 (configuration not stated)	9	87	-6	-4.2	20	12	8	89	-37	3
CC(=O)c1cccc(NC(=O)CN(Cc2ccccc2)S(C)(=O)=O)c1	0	93	0	-4.0	-8	-2	-11	96	-41	1
COc1ccc(NC(=O)CSc2nccc(C)n2)cc1	14	112	-1	-1.6	25	-5	-20	100	-29	-1
COC(=O)c1sc(N)c(C(=O)OC)c1COC(=O)C1CC(=O)N(Cc2ccco2)C1 (configuration not stated)	16	85	-1	-4.2	9	-2	5	96	-40	0
CCOC(=O)c1cc2occc2n1Cc1ccc(F)cc1	18	80	4	-0.3	x	-3	-19	83	-10	7
COc1ccc(OCc2nnc3n2N=C(c2ccc(C)cc2)CS3)cc1	2	95	0	0.0	x	0	-4	87	-22	10
O=[N+]([O-])c1ccccc1/C=C/C=N/n1c(-c2ccc(Cl)cc2)n[nH]c1=S	3	72	-1	-2.3	23	1	23	86	-29	2
CCCSC1=N/C(=C\c2ccc3c(c2)OCO3)C(=O)S1	2	94	-3	-4.9	2	-9	-18	97	-62	3
Cc1ccccc1Oc1nnc(-c2cccs2)c2ccccc12	4	81	0	2.1	x	-6	-2	71	-6	3
Cn1nccc1C(=O)c1ccc(Cl)cc1	5	103	0	0.3	x	-19	-13	99	-32	3
O=C(Cc1ccccc1)NN1C(=O)C2C3C=CC(C3)[C@@H]2C1=O (some centres not stated)	5	87	-4	0.4	13	6	2	106	-27	4
CCOc1ccc(NC(=O)CN2CCN(CC(=O)Nc3cccc(F)c3)CC2)cc1	12	87	0	-1.0	-17	3	-15	103	-39	1
CCC(C)n1c(-c2ccco2)nc2nc3ccccc3nc21 (configuration not stated)	3	54	x	-4.5	-27	-14	2	61	-22	2
Cc1cc(C)n(-c2nnc(C)n2N)n1	24	85	1	-1.1	-9	-3	-2	96	14	0
Cn1c(=O)n(CCc2ccccc2)c(=O)c2c1ncn2Cc1ccccc1	1	40	0	-1.9	5	5	-13	23	-42	2
NC(=O)c1cc2n(n1)C(C(F)(F)F)CC(c1ccco1)N2 (configuration not stated)	10	84	-1	-1.4	-19	-4	-17	101	-64	1
CCCCc1ccc(NC(=S)Nc2ccc(Cl)c(S(=O)(=O)N(C)C)c2)cc1	4	58	-2	-1.5	-9	5	3	49	-10	4
COc1cccc(C2CC(c3ccc(Cl)cc3Cl)n3nc(N)nc3N2)c1 (configuration not stated)	5	92	0	0.1	x	-7	-3	90	-32	0

Random excerpt: 2 compounds from above.
SMILES	Measles CPE	HCT116 bCat-KO	Phagocyt inh	MRP-1 activ	E-sel TNF inh	GALR2 blocker	Yeast lifespan up	PTEN del growth	Yeast growth inh	NPY-Y2 antag
NC(=O)c1cc2n(n1)C(C(F)(F)F)CC(c1ccco1)N2 (configuration not stated)	10	84	-1	-1.4	-19	-4	-17	101	-64	1
O=[N+]([O-])c1ccccc1/C=C/C=N/n1c(-c2ccc(Cl)cc2)n[nH]c1=S	3	72	-1	-2.3	23	1	23	86	-29	2

Additional structures follow:
SMILES	Measles CPE	HCT116 bCat-KO	Phagocyt inh	MRP-1 activ	E-sel TNF inh	GALR2 blocker	Yeast lifespan up	PTEN del growth	Yeast growth inh	NPY-Y2 antag
C=CCNC(=O)c1ccccc1NC(=O)c1cccc2ccccc12	18	94	x	-2.5	-2	-17	-8	93	-24	0
CC1(CCc2ccccc2)NC(=S)N(c2ccccc2)N1 (configuration not stated)	5	101	9	1.4	x	17	-8	100	96*	1
Cc1nc(=S)n(-c2ccccc2)[nH]1	19	102	0	1.2	-8	8	-10	98	-2	3
COCCn1c(SCCN2CCOCC2)nc2c1c(=O)[nH]c(=O)n2C	30	101	0	-1.1	-9	11	-6	95	-28	1
O=C(COc1ccccc1)N1CCN(c2ncnc3c2cnn3-c2ccccc2)CC1	11	85	6	-4.6	-17	-12	-7	83	-37	2
O=C(OCn1ncc(Cl)c(Cl)c1=O)c1cccc(C(F)(F)F)c1	4	8	x	-6.3	71*	46*	-13	8	62*	3
OC(CSc1c(Cl)cccc1Cl)CN1CCN(c2ccccc2F)CC1 (configuration not stated)	21	90	0	-0.3	x	-2	-13	95	-21	6
C[C@H](C(=O)O)c1n[nH]c(=O)c2ccccc12	6	85	0	2.0	x	6	-14	91	-35	1
c1ccc2c(Cn3ccnc3)c[nH]c2c1	10	97	-2	-1.4	-22	18	-6	100	-36	-1
O=C(c1noc2c1CCCC2)N1CCN(c2ccccc2)CC1	11	89	-3	-1.0	-17	9	-5	92	-11	1
Cc1cc(NC(=O)COC(=O)COc2ccc(Cl)cc2C)c([N+](=O)[O-])cc1C	8	93	-4	-0.9	7	-5	-3	99	-41	5
CC(C)Cc1ccc(S(=O)(=O)N2CCOCC2)cc1	5	88	-1	-2.8	5	-3	-1	91	-2	-4
O=C(NC1CCCC1)C(c1ccncc1)N(Cc1cccs1)C(=O)c1csnn1 (configuration not stated)	10	96	-2	0.2	8	-1	-4	90	-26	2
N#CCCCSc1ncccc1-c1nc2ccccc2[nH]1	6	103	x	-4.3	23	16	-11	97	-15	0
COc1cc(C2NC(C(=O)O)Cc3c2[nH]c2ccccc32)cc(OC)c1OC (configuration not stated)	4	99	-1	-2.6	9	8	-8	95	7	3
COc1ccc(OCCCC(=O)NCCc2ccccc2)cc1	18	102	-9	-0.7	x	2	-3	113	-6	4
COc1ccc(NC(=O)CN(C2CCCCC2)S(C)(=O)=O)cc1Cl	10	69	0	-0.4	4	-10	-4	80	-38	2
Cc1ccc(S(=O)(=O)N2CCN(CC(=O)N/N=C/c3ccc(Br)s3)CC2)cc1	14	75	-2	1.0	x	-12	0	76	-28	-1
CCC(=O)N1CCN(c2ccc(NC(=O)c3c(F)c(F)c(OC)c(F)c3F)cc2)CC1	12	97	-1	-0.6	3	-20	0	99	-62	2
CN1CC(c2ccccc2)C2(COc3ccccc3C2=O)C12C(=O)Nc1ccccc12 (configuration not stated)	17	77	x	-3.9	-13	5	-8	70	-50	-1
O=C(O)c1ccc2nc(-c3ccccc3)sc2c1	17	90	-4	0.3	x	-3	-8	97	47*	1
O=C(Nc1ccc2c(c1)OCCO2)NC1(C(F)(F)F)Oc2ccccc2O1	11	74	0	-4.6	-18	1	30*	66	-49	0
O=C(NCCCN1CCOCC1)c1cnn2c(-c3ccccc3)cc(-c3ccccc3)nc12	5	51	-3	-5.2	53	2	-6	52	26	16
COc1ccc(OC)c(N(CC(N)=O)S(=O)(=O)c2ccc(OC)c(OC)c2)c1	20	91	x	-0.3	-17	-2	8	106	-40	3
Fc1ccc(Cn2c(-c3cscn3)nc3ccccc32)c(Cl)c1	5	84	x	-2.3	-14	-223	-4	84	-20	5
CC1=CCC(C(=O)O)(C(=O)N/N=C/c2cccs2)C(c2ccc([N+](=O)[O-])cc2)C1 (configuration not stated)	5	105	0	-0.7	-8	1	0	85	-5	3
Cc1ccc(-c2c3c(nc4sc(C(N)=O)c(N)c24)CCCC3)o1	2	84	-3	-2.6	-8	-1	-5	84	-41	4

Screening results deposited in PubChem by several laboratories.
